# From PubChem BioAssay
# TNAP activation fold: human TNAP enzyme activators, primary screen, biochemical, luminescent, no phosphate acceptor, uHTS (AID 1001) | activation fold at 20 µM; hits with a dose series show EC50 in µM | purified TNAP, luminescent activation assay, no phosphate acceptor; higher activation fold means a stronger effect | 200,000 tested, 0.03% active; in the data active means activation fold from about 3, or a potency from the dose series; inactive means the rest, 99 in 100 with activation fold below about 1.6; further: many of its hits are not listed in these tables
# PMI inhibitors: inhibitors of human PMI, primary screen, biochemical, fluorescence intensity, coupled assay (AID 1209); 190,000 tested, 0.42% active; purified PMI enzyme, coupled fluorescence intensity; higher % means a stronger effect; one-dose inhibition, % at 20 µM; IC50 in µM for titrated hits;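 further: plate controls were DMSO vehicle for no effect and wells lacking substrate for full effect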
# Myeloid diff 2: promotes myeloid progenitor differentiation. ER-HoxA9 myeloid progenitors, lysozyme-GFP differentiation, flow cytometry. calls only at 10 µM. 360,000 tested, 1% active. AID 624256;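 active means normalized GFP-positive differentiation at or above the plate's own cutoff, the solvent-only control mean plus 3 SD; inconclusive means no clear call, values can overlap the other calls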;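 further: cells exposed to compound for four days before flow analysis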
# M1AAP inhibition: malaria alanyl aminopeptidase activity blockers – biochemical, fluorogenic H-Leu-NHMec substrate, 1536-well (AID 1445). inhibition, % at 30 µM; hits with a dose series show IC50 in µM. 220,000 tested, 0.42% active. recombinant M1AAP, H-Leu-NHMec fluorogenic kinetic assay; higher % means a stronger effect;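 active means primary inhibition above the hit cutoff, then over 50% inhibition at one or more dose response concentrations, cut at about 23% in these data, passing the limit was not always enough; inconclusive means conflicting primary data, or primary hits not chosen for dose response; inactive means low primary inhibition, or under 50% at every dose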;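 further: plate controls were DMSO full reaction for no effect and no enzyme background for full effect; strong numbers were not always called active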
# WT yeast gro inh: growth inhibition of WT yeast, mitochondrial fusion screen; mitochondrial fusion phenotypic screen, WT strain; inhibition, % at 10 µM; AID 1362; 190,000 tested, 2.1% active; in the data active means inhibition above about 58%; tested in S. cerevisiae
# Hep lipid drop: hepatic lipid droplet formation modulation; inhibition, % at 6.5 µM; AML12 mouse hepatocytes, oleate lipid droplets, BODIPY imaging; 240,000 tested, 0.4% active;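 active means lipid droplet intensity inhibited by at least 50%, with more than 500 cells counted; inconclusive means wells with under 300 cells, treated as cytotoxic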
#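 Technique: fluorescence imaging, 20x objective, two fields per well / Assay system: AML12 hepatocytes (mouse) / Measure: % inhibition of lipid droplet signal / Doses: 6.5 µM single-point dosing / Incubation: overnight exposure / Reagent: 100 µM oleic acid challenge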
# K1F lysis inhibition: inhibition of K1F phage lysis, E. coli UTI89, bacterial capsule biogenesis inhibitors, alamar blue (AID 488966). inhibition, % at 100 µM, or IC50 in µM where a hit was titrated. E. coli UTI89 K1F phage lysis, alamar blue, 2 h; higher % means a stronger effect. 340,000 tested, 0.02% active;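 active means phage lysis inhibition, versus mean bacterial control, above a set limit; inconclusive means no clear call, values can overlap the other calls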;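 further: capsule biogenesis inhibitors block K1F phage lysis so surviving cells raise fluorescence; higher fluorescence means more inhibition of phage lysis; actives were called in the ten point dose series up to 300 µM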
# human PMI inhibitors: human PMI inhibitors, high substrate, primary screen, biochemical, fluorescence intensity, high mannose 6-phosphate (AID 1220) | recombinant PMI enzyme, coupled fluorescence intensity; higher % means a stronger effect | inhibition, % at 20 µM, or IC50 in µM where a hit was titrated | 190,000 tested, 0.66% active
# ER stress rescue: rescue of cells from ER stress-induced death, primary screen, 384-well, CSM14.1, thapsigargin, ATP luminescence (AID 1222) | CSM14.1 thapsigargin-induced death rescue, ATP luminescence; higher % means a stronger effect | 190,000 tested, under 10 active | cellular ATP content (survival), % at 20 µM, or EC50 in µM where a hit was titrated;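 active means EC50 below 50 µM in the dose-response confirmation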;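 further: death triggered by thapsigargin at about 15 µM added after 2 h compound pretreatment; cell ATP read after overnight thapsigargin exposure of roughly 18 to 22 hours; normalized against plate controls of thapsigargin alone and 5% DMSO vehicle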
# WT yeast gro inh mutant strain: further read-out of WT yeast gro inh, marked with its call; inhibition, %; mitochondrial fusion phenotypic screen, mutant strain inhibition
# Hep lipid drop cells 6.5 µM: also measured in Hep lipid drop; calls as there; cell count; measured here: cell count, cytotoxicity flag;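 cells counted across two imaged fields per well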
# Myeloid diff 2 GFP+ MAC1+ %: recorded beside Myeloid diff 2, whose call it bears; GFP+ MAC1+ double positive, %; measured here: differentiation confirmed by MAC1 staining
# An asterisk follows results filed as active; i = inactive; ? = inconclusive; / = not tested or not shown; [ ] = another dose, or the depositor's remark. Unless noted, no stated cut-off is given here; in the data, active means inhibition above about 50%; inactive means the rest.
SMILES,TNAP activation fold,PMI inhibitors,Myeloid diff 2,Myeloid diff 2 GFP+ MAC1+ %,M1AAP inhibition,WT yeast gro inh,WT yeast gro inh mutant strain,Hep lipid drop,Hep lipid drop cells 6.5 µM,K1F lysis inhibition,human PMI inhibitors,ER stress rescue
O=[N+]([O-])c1ccc(/C=C2\CCC(C3=CCCC3)=C2N2CCOCC2)cc1,0.9,-2.5%,i,0.5,8.9%,0.8,5.9,2.4,651,-0.2%[50 µM],5.3%,-3.9%
O=S(=O)([O-])CCC[N+]1(CC#Cc2ccccc2)CCCCC1,1.2,-10.4%,i,0.2,-1.1%,-3.7,17.0,-13.4,748,-1.1%,-12.5%,0.3%
COC(=O)c1ccc(COc2ccc(C=O)cc2OC)o1,1.1,9.5%,i,0.3,10.1%,-9.7,-7.1,7.0,776,-0.1%,15.5%,1.3%
CC(=O)c1ccc(Nc2ccc(-c3ccccc3F)nn2)cc1,1.1,-15.9%,i,1.0,9.9%,-14.6,-18.1,-5.0,699,0.0%,-4.5%,-1.8%
O=C(c1ccc([N+](=O)[O-])cc1[N+](=O)[O-])N1CCCC1,1.1,/,i,0.2,7.8%,-7.1,-13.4,-18.9,624,0.0%,/,0.3%
CC(C)COCc1ccc(O)c2ncccc12,1.1,29.4%,?,/,-19.0%,16.0,11.7,-2.3,765,-1.0%,14.9%,9.4%
CC(=O)Nc1ccc(S(=O)(=O)NCCC(=O)Nc2ccc(C)c(Cl)c2)cc1,1.1,23.9%,i,0.1,1.4%,-1.7,-11.8,-18.1,524,0.3%,8.5%,-3.7%
Cc1occc1C(=O)N/N=C/c1cccs1,1.1,-0.4%,i,0.8,-1.9%,35.0,3.5,/,/,0.0%,6.1%,-2.2%
CN(C(=O)COc1ccccc1)c1nc(-c2ccc(F)cc2)cs1,1.1,-6.0%,i,0.0,7.0%,-15.7,3.2,4.4,683,0.3%,-1.6%,-1.6%
O=C(COc1ccc(F)cc1Br)N1CCN(c2ncccn2)CC1,1.1,-0.7%,i,0.3,2.9%,-4.5,-0.7,-16.7,681,0.6%,-1.3%,0.9%
CCN(CC)C(=O)c1ccc(N)cc1,1.1,2.1%,i,1.2,3.7%,4.0,-4.4,12.2,714,0.2%,7.0%,-0.7%
CC(=O)Oc1ccc(/C=c2\sc3ncnn3c2=O)cc1,1.1,1.4%,i,1.1,7.1%,29.9,17.8,/,/,-0.3%,-3.0%,1.9%
O=C(Nc1nnc(C2CCCO2)s1)c1ccc(Br)cc1 (stereo unspecified),1,-8.0%,i,0.8,2.1%,2.0,-17.7,7.9,784,1.2%,-8.8%,-1.0%
COc1ccc2cc(OC)c(C(=O)N3CCOCC3)cc2c1,1.1,4.8%,i,0.2,6.7%,-17.9,12.8,-3.1,640,0.3%,6.3%,-1.3%
Cn1c(SCC(=O)Nc2nc3ccccc3s2)nnc1-c1ccccc1,0.9,-1.1%,i,0.5,0.0%,3.2,-14.1,-1.6,757,0.9%,1.9%,3.6%

# 4 entries picked at random from the list so far:
SMILES,TNAP activation fold,PMI inhibitors,Myeloid diff 2,Myeloid diff 2 GFP+ MAC1+ %,M1AAP inhibition,WT yeast gro inh,WT yeast gro inh mutant strain,Hep lipid drop,Hep lipid drop cells 6.5 µM,K1F lysis inhibition,human PMI inhibitors,ER stress rescue
Cn1c(SCC(=O)Nc2nc3ccccc3s2)nnc1-c1ccccc1,0.9,-1.1%,i,0.5,0.0%,3.2,-14.1,-1.6,757,0.9%,1.9%,3.6%
CN(C(=O)COc1ccccc1)c1nc(-c2ccc(F)cc2)cs1,1.1,-6.0%,i,0.0,7.0%,-15.7,3.2,4.4,683,0.3%,-1.6%,-1.6%
CC(=O)Nc1ccc(S(=O)(=O)NCCC(=O)Nc2ccc(C)c(Cl)c2)cc1,1.1,23.9%,i,0.1,1.4%,-1.7,-11.8,-18.1,524,0.3%,8.5%,-3.7%
O=C(Nc1nnc(C2CCCO2)s1)c1ccc(Br)cc1 (stereo unspecified),1,-8.0%,i,0.8,2.1%,2.0,-17.7,7.9,784,1.2%,-8.8%,-1.0%

# Next part:
SMILES,TNAP activation fold,PMI inhibitors,Myeloid diff 2,Myeloid diff 2 GFP+ MAC1+ %,M1AAP inhibition,WT yeast gro inh,WT yeast gro inh mutant strain,Hep lipid drop,Hep lipid drop cells 6.5 µM,K1F lysis inhibition,human PMI inhibitors,ER stress rescue
COc1cccc(CNC(=O)c2cc3c(C)nc4ccccc4c3o2)c1,1.1,5.1%,i,2.2,1.6%,3.4,-7.8,/,/,-2.0%,2.0%,9.4%
c1ccc(Nc2nc(N3CCOCC3)nc(N3CCOCC3)n2)cc1,1.1,-1.6%,i,2.5,6.3%,4.8,-8.0,31.2,555,0.3%,-7.8%,-1.8%
COC(=O)C1CCN(c2cnccn2)CC1,1.1,9.7%,i,0.1,0.4%,11.2,-5.3,-1.6,756,0.3%,-0.8%,-0.3%
CCOC(=O)c1sc2nc(CC(=O)OC)nc(N(C)CCc3ccccn3)c2c1C,1.1,2.4%,i,0.3,2.8%,16.4,-8.3,-6.0,739,/,-1.1%,0.0%
CN(C)c1ccc(C2N3CC4(C)CN2CC(C)(C3)C4O)cc1 (stereo unspecified),1,4.7%,i,2.1,2.1%,9.7,9.9,/,/,-1.5%,-7.3%,-1.0%
CCOCCCn1c(=S)[nH]c2cc(C(=O)N3CCN(C)CC3)ccc2c1=O,1.1,-4.0%,i,0.9,3.1%,-7.7,-13.7,/,/,0.3%,-0.6%,-1.5%
CCn1c(CSc2nc(C)cs2)nc2cc(S(=O)(=O)N(C)C)ccc21,1.1,-3.4%,i,0.3,0.7%,-3.3,-14.5,/,/,0.2%,-0.1%,-0.8%
CCOc1ccccc1N1CCN(S(=O)(=O)c2ccc3c4c(cccc24)C(=O)N3)CC1,1,37.7%,i,0.9,12.2%,24.3,-22.0,4.3,721,-0.4%,22.5%,-2.9%
O=C(/C=C/c1cccc([N+](=O)[O-])c1)NCCSCc1ccc(Cl)cc1,1,12.4%,i,1.1,2.6%,30.9,18.9,-14.0,600,3.0%,-0.3%,-2.3%
COc1ccc(C2NC(c3ccc(OC)c(OC)c3OC)C(C)C(=O)C2C)c(OC)c1OC (stereo unspecified),1,-9.4%,i,1.4,-0.2%,8.3,1.4,2.5,766,1.2%,-0.7%,-0.7%
N/C(=N\S(=O)(=O)c1ccccc1)c1ccc([N+](=O)[O-])cc1,1.1,5.7%,i,0.5,-3.7%,5.5,3.9,16.3,744,-1.5%,5.8%,-1.3%
CSc1nnc(-c2ccc(S(=O)(=O)N3CCCC3)cc2)n1C,1.1,6.0%,i,13.7,2.5%,-16.6,18.3,18.1,771,-1.5%,-1.6%,-2.0%
O=C(Nc1ccccc1NS(=O)(=O)c1ccc(F)cc1)C1CCCC1,1.2,-1.7%,i,1.2,5.5%,-9.0,13.0,3.0,683,0.5%,7.5%,-0.8%
COc1ccc(C(CNC(=O)CCOc2ccccc2)N(C)C)cc1 (stereo unspecified),1.2,-0.9%,i,1.3,1.5%,-9.0,-20.2,-0.1,775,0.3%,-3.8%,-1.0%
CNC(=S)N1CCN(c2ccc(Cl)c(Cl)c2)CC1,1,14.3%,i,1.1,-1.6%,39.8,30.2,/,/,-0.5%,11.9%,-0.6%
CCN(CC)CCP(=O)(c1ccccc1)c1ccccc1,1.1,-0.4%,i,2.5,-5.2%,-7.1,3.8,-7.9,749,4.2%,-3.1%,-0.5%
CC(=O)Nc1nc(-c2ccc3c(c2)CCO3)cs1,1.1,5.1%,i,0.4,5.0%,6.5,4.7,6.1,711,-1.5%,1.8%,-0.5%
S=C1NCCOCCOCCOCCNC(=S)NCCOCCOCCOCCN1,1.1,-1.7%,i,0.6,-6.4%,12.2,8.6,-5.9,682,0.9%,-2.3%,-2.2%
O=C(/C=C/c1ccc(F)cc1)NCCc1ccc2c(c1)OCCO2,1.2,10.2%,i,1.5,18.4%,2.9,-7.8,-6.4,662,-0.3%[50 µM],-0.7%,-1.4%
COC(=O)c1ccc(CSc2nnnn2Cc2ccccc2)cc1,1,22.2%,i,4.2,0.9%,13.3,35.4,-1.5,668,1.1%,17.2%,/
O=C1CC(c2ccccc2)Cc2nc(N3CCc4ccccc4C3)ncc21 (stereo unspecified),1.1,4.0%,i,1.0,6.8%,7.3,0.9,/,/,1.6%,0.2%,-0.4%
O=C(CCNS(=O)(=O)c1ccc(Cl)cc1)NCc1cccs1,1.1,-3.3%,i,0.7,-3.7%,10.2,1.5,-18.2,712,-0.4%,-3.5%,-0.2%
CC(C)CCNC(=O)NC(=O)CSc1ncccn1,1,-1.7%,i,0.5,2.1%,1.6,-2.3,10.5,682,0.5%,0.2%,1.9%
O=C(NNS(=O)(=O)c1ccccc1[N+](=O)[O-])c1ccc(F)cc1,1.1,-21.4%,i,0.6,-1.4%,-12.7,-4.2,18.6,686,0.0%,-15.6%,-0.8%
Cc1ccc(Cn2c(=O)c3ccccc3n3c(SCC(=O)N4CCCCC4C)nnc23)cc1 (stereo unspecified),1,-8.0%,i,0.5,/,/,/,/,/,-1.8%,-13.5%,0.5%
CCOc1cc(NC(=S)NCc2ccco2)c(OCC)cc1NC(=O)CC(C)C,1,16.2%,i,0.9,8.4%,-2.9,1.9,36.8,666,10.5%,10.4%,-2.2%
COc1cc2c(cc1NC(=O)C1CCCO1)oc1ccccc12 (stereo unspecified),1,12.4%,i,8.5,0.2%,6.5,5.1,-20.5,720,2.3%,0.5%,-0.7%
NC(=O)c1ccc(Oc2ccc(C(N)=O)cc2)cc1,/,/,i,0.6,3.8%,/,/,-4.7,710,0.2%,/,/
Cc1ccc(-n2c(-c3cc(-c4ccco4)[nH]n3)n[nH]c2=S)c(Br)c1,/,/,i,0.3,?,/,/,0.0,688,-1.0%,/,/
C#CC(C)(CC)NC(=O)c1cc2nc(C3CC3)cc(C(F)(F)F)n2n1 (stereo unspecified),1,-18.2%,i,0.3,-3.1%,6.0,-10.7,27.5,708,1.4%,-13.5%,1.2%
Cc1ccc(-c2nn(-c3ccccc3)cc2/C=C(\C#N)c2cccc(C#N)c2)o1,1.1,15.9%,i,0.8,8.8%,-5.0,-1.8,-2.4,781,-0.1%,11.0%,-3.4%
COc1ccc(CN2CNc3c(c(=O)n(C)c(=O)n3C)C2)cc1,1,-1.5%,i,0.4,0.1%,4.2,-11.9,0.9,730,0.1%,3.3%,-1.1%
O=C(CSc1nc2c(cnn2-c2ccc(F)cc2)c(=O)[nH]1)N1CCCCC1,1.2,6.9%,i,4.3,2.0%,1.3,5.4,-2.3,666,-0.1%,8.1%,-1.9%
CCCNc1nc(N2CCOCC2)nc(N2CCOCC2)n1,1.1,-1.9%,i,2.9,14.0%,6.4,9.9,0.8,757,5.7%,-6.5%,-0.5%
